# MCF10A rerep: induces DNA re-replication in MCF 10a normal breast cells | MCF 10A DNA re-replication, Hoechst nuclear intensity, 48 h | Potency, µM (series often up to 46.1 µM), for inactives: at the highest dose activity, positive = re-replication, usual class: activators | 2.9% of 350,000 active | AID 624296; also: % of control where 0% means no effect; nearly all actives have a fitted effect of over 50% in size
# A549 tox: counter-screen for Nrf2 inhibitors: cytotoxicity in A549 cells; A549 ARE-Fluc cells, CellTiter-Fluor viability, 18-24 h; AID 504648; 0.16% of 390,000 active; Potency, µM (series often up to 46 µM), for inactives: top-dose activity change, negative = cytotoxicity, usual class: inhibitors; also: % is scaled to controls: 0 for no effect and ±100 for the full control effect
#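 A549 ARE-Fluc cells in 5% FBS OPTI-MEM, 5000 cells/well, rested 2 h then exposed to compounds in concentration-response for 18-24 h at 37 °C. Viability by CellTiter-Fluor fluorescence (Ex 405/Em 525) after 30 min; luciferase luminescence (BugLite, 15 min, RT) read afterwards.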
# ATXN viability: cell viability loss in ATXN counter-screen; Potency, µM (titrated, usually from 56.7 µM), hits mostly cytotoxic; 0.49% of 400,000 active; AID 651635; S2 cells (HEK-293 line with an ATXN2-luciferase reporter) viability, CellTiter-Fluor protease fluorescence, 24 h; also: nearly all actives have a fitted effect of over 40% in size
# HepG2 viability: HepG2 cytotoxicity, counter-screen for TGF-b inhibitors. HepG2 CAGA-GFP viability, ATP luminescence, 18 h. Potency, µM (highest dose often 46.1 µM), for inactives: at the top dose activity change, negative = cytotoxicity, most hits filed as cytotoxic. 0.76% of 410,000 active. AID 588856; also: some results filed as inactive show a strong effect at the top dose
#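 CellTiter-Glo luminescence gave cytotoxicity after 18 hours at 37 degrees C. The cells were HepG2 CAGA-GFP in 1% FBS DMEM, stimulated with 500 pg/mL TGF-beta after compound addition. %Activity was normalised to no-cell wells (complete cell-killing) and DMSO (no toxicity), and curves were fitted and classified.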
# Nrf2 activator: activates Nrf2 signaling; AREc32 ARE-luciferase reporter (MCF7-derived line), luminescence, 24 h; Potency, µM (top dose mostly 46.1 µM), for inactives: top-dose activation, most hits filed as activators; 0.31% of 410,000 active; AID 624171; also: % of control where 0% means no effect; nearly all actives have a fitted effect of over 65% in size
#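 AREc32 cells carrying an ARE-driven firefly luciferase reporter were seeded at 1000 cells/well in OPTI-MEM with 5% FBS, then exposed to compound for 24 hr at 37 deg C. Luminescence was read with Steady-Glo after 30 min at RT.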
# TGFb SMAD3 inh: TGF-b pathway inhibition. HepG2 CAGA-GFP TGF-b/SMAD3 reporter, GFP fluorescence, 18 h; TGF-beta stimulated, 500 pg/mL final. 1.2% of 410,000 active. AID 588855. Potency, µM (highest dose often 46.1 µM), for inactives: at the top dose activity, negative = inhibition, most hits filed as inhibitors; also: % is scaled to controls: 0 for no effect and ±100 for the full control effect; nearly all actives have a fitted effect of over 65% in size
#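 First, reporter cells (HEPG2 CAGA-GFP) rested 2 h at 37 degrees C. Next, compounds were pinned in and TGF-beta added to 500 pg/mL final. After 18 h, GFP was imaged per cell and summed per well.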
# Nrf2 inh: Nrf2 pathway inhibition; A549 ARE-Fluc reporter, luciferase luminescence, 18-24 h; AID 504444; 2.1% of 360,000 active; Potency, µM (highest dose often 46 µM), for the others: at the highest dose activity change, negative = inhibition, usual class: inhibitors; also: % is scaled to controls: 0 for no effect and ±100 for the full control effect; nearly all actives have a fitted effect of over 60% in size
#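 Two sequential reads on A549 ARE_Fluc cells exposed to compound for 18-24 h: a CellTiter-Fluor fluorescence read for viability, then a luciferase luminescence read for Nrf2/ARE activity.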
# EPAC2 antag: blocks human EPAC2 exchange factor; Q8WZA2; EPAC2 GEF exchange of Rap1B-BODIPY-GDP, fluorescence; Potency, µM (series often up to 114 µM), inactives show at the top dose activity, negative = inhibition, most hits filed as inhibitors; AID 720708; 0.18% of 360,000 active; also: % is scaled to controls: 0 for no effect and ±100 for the full control effect; nearly all actives have a fitted effect of over 45% in size; many of its hits are not listed in these tables
# Target sequence (Q8WZA2 whole entry, looked up): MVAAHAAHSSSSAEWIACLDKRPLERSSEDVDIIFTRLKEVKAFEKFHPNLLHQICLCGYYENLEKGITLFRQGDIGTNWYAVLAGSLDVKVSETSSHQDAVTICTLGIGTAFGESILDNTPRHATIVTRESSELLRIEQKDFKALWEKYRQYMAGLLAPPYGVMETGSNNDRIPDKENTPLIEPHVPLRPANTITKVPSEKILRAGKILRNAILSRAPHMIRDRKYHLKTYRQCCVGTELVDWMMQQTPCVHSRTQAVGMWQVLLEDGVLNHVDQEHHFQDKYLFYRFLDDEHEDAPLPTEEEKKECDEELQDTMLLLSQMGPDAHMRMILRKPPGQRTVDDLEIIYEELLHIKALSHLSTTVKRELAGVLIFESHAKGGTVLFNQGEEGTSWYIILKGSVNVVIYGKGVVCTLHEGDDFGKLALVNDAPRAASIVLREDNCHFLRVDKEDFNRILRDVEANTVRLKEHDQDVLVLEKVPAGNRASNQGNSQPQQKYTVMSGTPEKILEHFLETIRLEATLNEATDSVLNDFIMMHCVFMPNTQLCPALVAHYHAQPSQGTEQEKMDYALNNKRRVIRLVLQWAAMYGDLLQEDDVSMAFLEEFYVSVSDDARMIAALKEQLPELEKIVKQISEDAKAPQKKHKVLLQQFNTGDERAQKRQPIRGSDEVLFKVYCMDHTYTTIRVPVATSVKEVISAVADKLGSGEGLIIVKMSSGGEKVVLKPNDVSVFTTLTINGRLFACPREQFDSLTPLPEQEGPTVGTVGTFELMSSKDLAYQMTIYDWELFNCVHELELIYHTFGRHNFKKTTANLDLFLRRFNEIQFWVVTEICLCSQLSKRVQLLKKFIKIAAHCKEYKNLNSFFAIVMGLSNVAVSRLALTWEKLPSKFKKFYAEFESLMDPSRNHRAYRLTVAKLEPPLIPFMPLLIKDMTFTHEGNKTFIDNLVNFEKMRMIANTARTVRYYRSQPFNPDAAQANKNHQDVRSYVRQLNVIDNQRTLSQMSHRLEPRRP
# ATXN2 expr inh: ATXN2 expression inhibition; Potency, µM (series often up to 57 µM), for the others: at the top dose activity change, negative = inhibition, most hits filed as inhibitors; 0.72% of 360,000 active; HEK-293 ATXN2-luciferase reporter, luminescence, 24 h; also: % is scaled to controls: 0 for no effect and ±100 for the full control effect; nearly all actives have a fitted effect of over 55% in size
#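 qHTS (up to 57 uM final) was run with 24 h compound exposure of reporter cells at 37 °C. Each well was multiplexed: SteadyGlo luminescence measured ATXN2-luciferase expression after a fluorogenic Gly-Phe-AFC viability readout (25 uM final).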
# Starred values were filed as active, the others as inactive; i = inactive; ? = inconclusive; . = no result given; [ ] = another dose, or the depositor's remark. Calls follow the shape of the dose curve; as a rule, active = well fitted curve in the direction sought with a large enough effect; inconclusive = small, poorly fitted or top-dose-only effect, or another doubt; inactive = no such curve, though single readings can be large; an effect the other way counts as inactive or inconclusive. Potency is read from the fitted curve at half-maximal effect. The list is partial. The share of hits here may be higher or lower than overall.
item | SMILES | ATXN2 expr inh | EPAC2 antag | MCF10A rerep | TGFb SMAD3 inh | Nrf2 inh
1 | C=CC[C@@H](CC(=O)N[C@H](CO)Cc1ccccc1)C(=O)N[C@H](COC(=O)[C@@H](CC=C)CC(=O)OC(C)(C)C)Cc1c[nH]c2ccccc12 | ? | -27% | 18% | ? | 21µM*
2 | CCOCC(O)CNc1ccccc1 (centres undefined) | 5% | 10% | -3% | 4% | 7%
3 | CCN(C(=O)COC(=O)c1cc(-c2ccccc2)nn1-c1ccccc1)C1CCS(=O)(=O)C1 (centres undefined) | -6% | -28% | 4% | -6% | -24%
4 | COc1ccccc1NC(=O)/C(C#N)=C/C=C/c1ccco1 | -14% | 8% | 8.2µM* | 2% | ?
5 | CNC(=S)N/N=C/c1ccc(-c2cc([N+](=O)[O-])ccc2Cl)o1 | -32% | ? | 4% | -15% | ?
6 | Nc1nc(CSCCO)nc(Nc2ccccc2)n1 | 26% | 9% | -5% | 0% | ?
7 | COc1cccc(Cn2cc(C(=O)c3ccccc3)c(=O)c3cc4c(cc32)OCO4)c1 | -6% | . | . | -3% | -2%
8 | COc1ccc(C(=O)NCC(=O)OCC(=O)c2c[nH]c3ccccc23)cc1 | . | 4% | . | 4% | .
9 | O=C(CCc1nc(-c2ccc(Cl)cc2)no1)OCc1ccc(Br)cc1 | 8% | -3% | ? | -8% | 19%
10 | CC(=O)NC(CC(=O)Nc1nc(C)cs1)c1ccccc1 (centres undefined) | . | 1% | 1% | -14% | 6%
11 | COc1ccc(NC(=O)CCC(=O)Nc2nnc(C3CCCCC3)s2)cc1 | 5% | 1% | 3% | 13% | 2%
12 | CC(C)[C@H](NC(=O)c1ccco1)C(=O)OCC(=O)N1CCc2ccccc21 | 41%[activator] | -1% | -1% | -18% | 13%
13 | CCNC(=O)COc1ccc(C=O)cc1OC | -4% | 13% | -3% | -1% | -2%
14 | O=C(OCC(=O)c1ccc[nH]1)c1ccc(Cl)nc1 | 0% | 6% | -5% | -6% | -14%
15 | COCCNC(=O)c1ccc(N2CC3CC(C2)c2cccc(=O)n2C3)c(NC(=O)c2c(F)cccc2F)c1 (centres undefined) | . | 8% | -4% | 7% | -12%

item | A549 tox | ATXN viability | Nrf2 activator | HepG2 viability
1 | 12µM* | ? | -4.4% | -30%
2 | 2% | i | -0.8% | 4%
3 | 15% | i | 1.2% | -4%
4 | -5% | i | ? | -4%
5 | -7% | i | 0.6% | -8%
6 | -2% | i | -0.1% | 6%
7 | -20% | i | 0.1% | -18%
8 | . | i | -0.6% | 3%
9 | 7% | i | -0.6% | -1%
10 | 4% | i | -0.8% | 2%
11 | 6% | i | -0.2% | 0%
12 | 12% | i | 2.7% | 1%
13 | -7% | i | 0.2% | 36%
14 | -4% | i | 0.3% | -1%
15 | -1% | i | -0.6% | -4%

# Three compounds picked at random from the list so far, as already listed:
item | SMILES | ATXN2 expr inh | EPAC2 antag | MCF10A rerep | TGFb SMAD3 inh | Nrf2 inh
10 | CC(=O)NC(CC(=O)Nc1nc(C)cs1)c1ccccc1 (centres undefined) | . | 1% | 1% | -14% | 6%
1 | C=CC[C@@H](CC(=O)N[C@H](CO)Cc1ccccc1)C(=O)N[C@H](COC(=O)[C@@H](CC=C)CC(=O)OC(C)(C)C)Cc1c[nH]c2ccccc12 | ? | -27% | 18% | ? | 21µM*
13 | CCNC(=O)COc1ccc(C=O)cc1OC | -4% | 13% | -3% | -1% | -2%

item | A549 tox | ATXN viability | Nrf2 activator | HepG2 viability
10 | 4% | i | -0.8% | 2%
1 | 12µM* | ? | -4.4% | -30%
13 | -7% | i | 0.2% | 36%

# Next part:
item | SMILES | ATXN2 expr inh | EPAC2 antag | MCF10A rerep | TGFb SMAD3 inh | Nrf2 inh
16 | COc1ccc(N2CCN(C(=O)COC(=O)CCc3ccccc3)CC2)cc1 | -9% | 22% | -1% | 1% | 0%
17 | Oc1ccc(Cl)cc1C1C=C(c2ccc3c(c2)OCO3)NC(c2ccc(Cl)cc2)N1 (centres undefined) | . | . | . | ? | ?
18 | CSc1ccccc1OCc1cc(C(=O)N2CCc3[nH]cnc3C2c2ccccn2)no1 (centres undefined) | -11% | 11% | 3% | 0% | -18%
19 | COc1cc(/C=C/C(=O)O)cc(S(=O)(=O)Nc2ccccc2Oc2ccccc2)c1OC | . | 0% | 0% | -23% | -3%
20 | Cc1ccc(-c2nc3cccnc3s2)cc1NS(=O)(=O)c1ccc2c(c1)OCCO2 | 3% | 2% | ? | -9% | 7%
21 | COc1ccc(-c2[nH][nH]c(=O)c2NC(=O)c2ccc([N+](=O)[O-])cc2)cc1 | -3% | -2% | . | -4% | .
22 | CC1(c2nnc(-c3ccccc3)o2)CC(c2ccncc2)=NO1 (centres undefined) | 0% | 12% | -2% | ? | 9%
23 | COc1ccc(/C=C2\CCC(C3CCCC3)C2=O)c(OC)c1OC (centres undefined) | -4% | 1% | ? | 3% | 11%
24 | COc1ccc(C(=O)Nc2cccc(-c3cc4ccccc4oc3=O)c2)cc1[N+](=O)[O-] | -12% | -5% | 2% | ? | 2%
25 | CCOc1ccc(CSC(=N)N)cc1Cl | . | 20% | 18µM* | ? | 2%
26 | O=C(O)CN1C(c2ccccc2O)Nc2ccc(Br)cc2C1c1ccccc1 (centres undefined) | 14% | -10% | 5% | -8% | -14%
27 | COc1ccccc1C(=O)N/C(=C\c1ccc(Br)cc1)C(=O)N1CCCC1 | -25% | -7% | 24% | ? | -14%
28 | CO/N=C\C(=N\Nc1ccc(OC)cc1)C(=O)c1ccccc1 | 4% | -4% | 18% | 19% | 4%
29 | COc1ccc(-n2nc3c(N4CCCC(C(=O)NCCc5ccccc5C)C4)nnc(C)c3c2C)cc1 (centres undefined) | ? | . | . | ? | ?
30 | N/C(=N\c1nc2ccccc2o1)NC(=O)c1ccccc1NC(=O)c1ccccc1 | -9% | -6% | ? | -6% | ?

item | A549 tox | ATXN viability | Nrf2 activator | HepG2 viability
16 | -23% | . | -0.3% | -1%
17 | 1% | . | . | -61%
18 | -4% | i | 0.0% | -36%
19 | 2% | i | -0.7% | -6%
20 | -8% | i | 3.0% | -19%
21 | . | i | -1.0% | -4%
22 | 0% | i | -0.3% | -1%
23 | 6% | i | 0.1% | -7%
24 | -6% | i | 3.9% | -26%
25 | 4% | i | 3.5% | -35%
26 | 1% | i | 0.8% | -14%
27 | -4% | i | 2.0% | -52%
28 | -3% | i | 3.8% | -20%
29 | -30% | . | -2.9% | -52%
30 | -9% | i | -0.7% | -24%

# (further entries)
item | SMILES | ATXN2 expr inh | EPAC2 antag | MCF10A rerep | TGFb SMAD3 inh | Nrf2 inh
31 | CCOCCCNC(=O)C1CCCN(S(=O)(=O)CC)C1 (centres undefined) | 5% | 2% | 0% | -8% | 7%
32 | CC[C@]12c3[nH]c4cc(-c5ccco5)ccc4c3CCN1C(=O)[C@@H](CC(=O)NCC13CC4CC(CC(C4)C1)C3)C[C@@H]2C(=O)N1CCN(C(=O)c2ccco2)CC1 | ? | 3% | ? | 13µM* | ?
33 | CSc1nnc(-c2sccc2OCc2ccccc2)n1C | 3% | -2% | 1% | -13% | 11%
34 | Cc1cc(O)c(C(C)C)cc1N=Cc1ccc(N(C)C)cc1 | ? | 6% | 21µM* | ? | 1%
35 | COc1ccc(O)c(C(=O)c2cnn(-c3ccccc3)c2)c1 | 17% | 0% | ? | 0% | ?
36 | CC1CCCCC1NC1=NCCS1 (centres undefined) | -36% | -4% | 1% | -6% | 1%
37 | Cc1cc(C)c(C)c(S(=O)(=O)N2CCNC(=O)C2)c1C | . | 11% | . | -4% | .
38 | O=C(Oc1ccccc1)c1ccc2c(c1)C(=O)N(Cc1ccncc1)C2=O | -11% | -5% | -5% | -8% | 1%
39 | CCOc1cccc(C(=O)NC2CCCCC2)c1 | 52%[activator] | 7% | -1% | 0% | ?
40 | COc1ccc(C2/C=C\CN(CC(C)C)C(Cc3ccccc3)C(=O)N2Cc2ccc(F)cc2)cc1 (centres undefined) | . | . | . | -22% | -17%
41 | Cc1ccc(-c2cc(C(=O)N(Cc3ccc(C(C)(C)C)cc3)Cc3ccco3)no2)cc1 | -5% | . | . | 7% | ?
42 | CCCCN(CC)CCNC(=O)c1cc2cc3ccc(Cl)cc3nc2o1 | -22% | 0% | -2% | 2% | -10%
43 | NS(=O)(=O)c1ccc(CCNC(=O)CCC(=O)c2cccs2)cc1 | 3% | 1% | -3% | -1% | 6%
44 | Cc1ccc(OCC(=O)Nc2ccc(C)c(S(=O)(=O)N3CCCCC3)c2)c([N+](=O)[O-])n1 | -15% | 0% | 9% | -25% | ?

item | A549 tox | ATXN viability | Nrf2 activator | HepG2 viability
31 | -2% | i | -0.6% | -3%
32 | -19% | ? | 3.7% | 0%
33 | -5% | i | 0.0% | -5%
34 | -1% | i | ? | -15%
35 | 2% | i | 4.8% | 4%
36 | -10% | i | -0.8% | 18%
37 | . | i | 0.3% | 2%
38 | -5% | i | 2.3% | -32%
39 | 3% | i | -0.4% | -11%
40 | -3% | . | . | -13%
41 | 1% | i | -0.2% | -4%
42 | -21% | i | 1.1% | -12%
43 | 0% | i | 0.7% | 0%
44 | -5% | ? | 0.3% | -16%

# Sorted by value in TGFb SMAD3 inh (ascending): 3 of the compounds above
nr | Molecule | EPAC2 antag | TGFb SMAD3 inh
33 | CSc1nnc(-c2sccc2OCc2ccccc2)n1C | -2% | -13%
38 | O=C(Oc1ccccc1)c1ccc2c(c1)C(=O)N(Cc1ccncc1)C2=O | -5% | -8%
43 | NS(=O)(=O)c1ccc(CCNC(=O)CCC(=O)c2cccs2)cc1 | 1% | -1%

# High-throughput results (PubChem BioAssay)
